# NPSR antag – antagonists of human neuropeptide S receptor cAMP signaling; Potency, µM (top dose mostly 38.3 µM), without a hit: at the highest dose activity change, negative = inhibition, most hits filed as inhibitors; 220,000 compounds, 1% hits; CHO-NPSR cells, cAMP TR-FRET, antagonist mode; AID 1461; Q6W5P4; further: potency means the concentration at half of the fitted maximal effect; on the % scale 0 is the no-effect control and ±100 the full control effect; nearly all actives have a fitted effect of over 50% in size; many of its hits are not listed in these tables
# Target sequence (Q6W5P4 whole entry, looked up): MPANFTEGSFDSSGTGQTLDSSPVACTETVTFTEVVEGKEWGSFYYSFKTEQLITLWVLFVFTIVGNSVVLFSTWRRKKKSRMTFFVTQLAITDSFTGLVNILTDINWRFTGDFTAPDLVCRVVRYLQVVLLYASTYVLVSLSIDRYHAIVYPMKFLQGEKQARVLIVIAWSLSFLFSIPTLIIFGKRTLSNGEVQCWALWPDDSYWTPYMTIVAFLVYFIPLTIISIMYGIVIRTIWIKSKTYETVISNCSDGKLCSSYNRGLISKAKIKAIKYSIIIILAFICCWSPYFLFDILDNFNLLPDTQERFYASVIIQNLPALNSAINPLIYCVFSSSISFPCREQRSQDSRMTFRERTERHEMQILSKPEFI
# Epigenetic reg – epigenetic control regulation, reporter derepression | murine LDR cells, GFP reporter derepression, 30 h | Potency, µM (highest dose often 53.9 µM), for inactives: at the highest dose GFP activation, hits mostly activators | 280,000 compounds, 0.2% hits | AID 1865; further: potency means the concentration at half of the fitted maximal effect; % of control where 0% means no effect; nearly all actives have a fitted effect of over 60% in size
#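 Murine LDR cells bearing a silenced CMV-driven GFP reporter were exposed to compound for 30 h at 37 C. After PBS washes, GFP-positive cells (20-120 um objects) counted by laser-scanning microplate cytometry.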
# Luc counter – blocks Kinase-Glo luciferase, a counter-screen artifact; Q27757; Kinase-Glo luciferase, ATP luminescence, 8 min; Potency, µM (doses to about 38.3 µM), inactives show at the top dose activity change, negative = inhibition, most hits filed as inhibitors; 200,000 compounds, 0.28% hits; further: potency means the concentration at half of the fitted maximal effect; on the % scale 0 is the no-effect control and ±100 the full control effect; nearly all actives have a fitted effect of over 60% in size
#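 Substrate mix (final 50 mM imidazole pH 7.2, 50 mM KCl, 7 mM MgCl2, 10 uM ATP, 0.01% Tween 20, 0.05% BSA) plus pin-tool compound, then Kinase-Glo detection mix; 8 min ambient, luminescence read.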
# aGal spleen mod – inhibitors or activators of human alpha-galactosidase in spleen homogenate | Potency, µM (highest dose often 80 µM), inactives show at the top dose activity change, negative = inhibition, hits mostly inhibitors | 240,000 compounds, 0.008% hits | AID 2107 | human spleen homogenate, 4MU-alpha-Gal fluorescence, 40 min;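 further: potency means the concentration at half of the fitted maximal effect; 0% = enzyme with vehicle and -100% = no enzyme basal signal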
#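 Inhibition or activation of alpha-galactosidase in human spleen homogenate is scored by 4-MU fluorescence after 40 min at 37C, pH 5.0, with 1 mM substrate. AC50s come from concentration-response fitted to the Hill equation.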
# Lamin A splicing – LMNA splicing modulation | 200,000 compounds, 0.01% hits | HeLa LMNA splicing GFP/RFP minigene ratio, 48 h | Potency, µM (top dose mostly 46.1 µM), inactives show top-dose ratio change, negative = inhibition, hits mostly inhibitors; active means well fitted inhibition curve with a large enough effect in the signal ratio, with a control signal flat, not every such curve was filed as active; inconclusive means small, poorly fitted or top-dose-only effect, or effect the other way, or a change in a side signal; the % refers to the signal ratio; further: potency means the concentration at half of the fitted maximal effect; on the % scale 0 is the no-effect control and ±100 the full control effect
#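 S3 HeLa stable clones carrying a lamin A-EGFP splicing minigene plus DsRed2 were seeded at 600 cells/well in Opti-MEM with 2% FBS, pin-dosed and incubated 48 h at 37°C. Acumen cytometry (488 nm) gave the GFP/RFP total-intensity ratio.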
# CBFb RUNX1 block – blocks binding between human CBF-beta and RUNX1; 230,000 tested, under 10 active; Potency, µM (series often up to 59.8 µM), for inactives: at the top dose activity, negative = inhibition, actives largely listed as inhibitors; AlphaScreen CBFb-His/RUNX1-biotin binding, biochemical; further: % of control where 0% means no effect
# Target sequence (Q01196 whole entry, looked up): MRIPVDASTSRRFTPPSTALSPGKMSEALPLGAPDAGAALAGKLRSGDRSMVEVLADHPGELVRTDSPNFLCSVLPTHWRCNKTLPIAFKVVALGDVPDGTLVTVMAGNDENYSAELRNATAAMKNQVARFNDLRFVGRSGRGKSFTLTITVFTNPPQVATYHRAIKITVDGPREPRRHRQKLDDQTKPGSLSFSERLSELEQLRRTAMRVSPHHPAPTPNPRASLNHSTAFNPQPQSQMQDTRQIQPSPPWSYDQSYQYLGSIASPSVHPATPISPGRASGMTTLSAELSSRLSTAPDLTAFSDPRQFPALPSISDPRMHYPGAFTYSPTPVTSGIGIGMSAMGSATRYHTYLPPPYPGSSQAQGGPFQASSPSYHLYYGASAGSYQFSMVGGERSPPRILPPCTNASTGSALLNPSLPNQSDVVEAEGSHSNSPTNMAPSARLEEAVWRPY
# Target sequence (Q13951 whole entry, looked up): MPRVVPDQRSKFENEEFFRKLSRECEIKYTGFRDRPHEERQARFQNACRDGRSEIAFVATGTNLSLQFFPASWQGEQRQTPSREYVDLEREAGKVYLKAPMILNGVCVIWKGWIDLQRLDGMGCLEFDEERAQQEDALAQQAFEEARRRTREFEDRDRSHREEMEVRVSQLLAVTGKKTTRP
#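 Compounds were screened at multiple concentrations against a preformed CBF-beta(His)/RUNX1(biotin) complex (30 nM of each) for 15 min at room temperature, followed by 90 min with nickel and streptavidin beads and AlphaScreen reading.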
# IMPase Li inh – cell-permeable IMPase inhibitors with lithium potentiation; Potency, µM (series often up to 59.4 µM), for inactives: at the highest dose activity, negative = IMPase inhibition, hits mostly inhibitors; CHO-M1 cells, IP1 TR-FRET (IP-One), carbachol + lithium; AID 1457; 210,000 compounds, 0.35% hits;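 further: IP1 builds up when IMPase is blocked and the TR-FRET signal falls; potency means the concentration at half of the fitted maximal effect; plate controls were basal vehicle for no effect and high inhibitor control for full effect; nearly all actives have a fitted effect of over 50% in size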
#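 Test compounds were applied to CHO-M1 cells previously cultured for 16–30 h at 2000 per well. A small lithium amount accompanied them; after 30 min at 37C, IP1 was quantified by TR-FRET.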
# The depositor's hits bear a star; ? = inconclusive; nt = no result given; [ ] = remark or other dose. Unless noted, the call rests on the fitted dose curve; in most records, active means well fitted curve in the direction sought with a large enough effect; inconclusive means small, poorly fitted or top-dose-only effect, or another doubt; inactive means no such curve, though single readings can be large; an effect the other way counts as inactive or inconclusive.
SMILES,NPSR antag,Epigenetic reg,Luc counter,aGal spleen mod,Lamin A splicing,CBFb RUNX1 block,IMPase Li inh
O=C1C2C(C(=O)N1c1ccccc1)N1CCCN1C2c1ccccc1 (configuration not stated),5%,-0.1%,0%,-4%,19%[9.22 µM],12%,-1%
CC(C)CC(=O)OC1C(N2CCOCC2)c2c(ccc(/C=C/C(=O)N3CCOCC3)c2O)OC1(C)C (configuration not stated),?,1.1%,1%,9%,-1%,8%,7%
COc1ccccc1C1c2[nH]c3ccccc3c2CCN1Cc1cnc(C)s1 (configuration not stated),?,-0.1%,0%,4%,8%[46 µM],-2%,27%
O=C(c1ccc(C(=O)N2CCOCC2)s1)N1CCOCC1,0%[46.1 µM],-0.3%,-1%,-5%,17%,3%,25%[38.3 µM]
N#Cc1c(=O)c2nc(NCc3ccccc3)ncc2n2ccccc12,-10%[46.1 µM],0.6%,-6%,10%,-4%,-9%,5%[38.3 µM]
CC(C)C(=O)Nc1nc2cc3c(cc2s1)OCO3,-9%[46.1 µM],-0.8%,1%,-7%,?,1%,28%[38.3 µM]
O=CN1CCCN(Cc2nc(Cc3ccccc3F)no2)CC1,-10%,-1.0%,0%,-3%,nt,23%,10%
COc1ccc(-c2cc(-c3nnc(COC(=O)CC4CC5CCC4C5)o3)c3ccccc3n2)cc1OC (configuration not stated),13%,0.0%,5%,4%,-14%,14%,-5%
CNNC(=S)Nc1cccc(SC)c1,-6%,0.4%,nt,2%,nt,4%,nt
CC(=O)OCC(=O)Nc1c(C)cccc1C,18%,0.2%,1%,0%,nt,-1%,-8%
C/C(=C\c1ccccc1)C(=O)Nc1ccc(S(=O)(=O)Nc2ncccn2)cc1,-13%,1.2%,0%,3%,nt,4%,4%
O=C(NCc1ccc2c(c1)OCO2)c1ccc(CS(=O)(=O)Cc2cccc(Cl)c2)o1,-2%,0.9%,-1%,5%,?,-4%,0%
COC(=O)Cn1ccc(-c2ccc(Cl)cc2)c(C#N)c1=O,11%,-0.1%,1%,6%,nt,3%,4%
CCN(C(=O)COC(=O)c1cc(OC)c(OC)cc1[N+](=O)[O-])C1CCS(=O)(=O)C1 (configuration not stated),24%,2.2%,4%,1%,nt,-2%,-4%
CCn1c(N)c(C(=O)NCc2ccc3c(c2)OCO3)sc1=S,-11%[46.1 µM],0.0%,-1%,3%,-1%,-15%,26%[38.3 µM]
Cn1c(=O)c2c(nc(NCC3CCCO3)n2C)n(C)c1=O (configuration not stated),-6%[46.1 µM],0.0%,4%,14%,-4%,6%,19%[38.3 µM]
O=C(CSc1nnc(-c2ccccc2)c(-c2ccccc2)n1)Nc1ncc(Cl)cc1Cl,-27%[46.1 µM],?,-1%,0%,?,-8%,12%
Nc1nc(CSC(=S)N2CCOCC2)nc(Nc2ccc(F)cc2)n1,-1%[46.1 µM],1.3%,3%,5%,?,1%,-5%
CC(C(=O)N1CCN(C)CC1)N1C(=O)c2ccccc2C1=O (configuration not stated),8%[46.1 µM],1.4%,0%,-1%,4%,2%,-12%[38.3 µM]
COc1ccc(/C(C)=N\NC(=O)c2ccc3c(c2)OCO3)cc1OC,18%,0.9%,-4%,1%,?,-3%,5%
C=CCOC(=O)Nc1c(C(=O)OC)[nH]c2ccccc12,2%[46.1 µM],-1.0%,1%,-5%,-4%,4%,-9%[38.3 µM]
CC(Sc1ccccc1)C(=O)Nc1cccc(N(C)S(C)(=O)=O)c1 (configuration not stated),-1%[46.1 µM],-0.7%,-3%,4%,9%,-6%,-18%[38.3 µM]
Cc1ncoc1C(=O)Nc1cccc(Cl)c1,21%[46.1 µM],-3.1%,?,4%,?,9%,-22%[38.3 µM]
COc1ccc2c(c1)CCc1c(C(=O)NCCc3ccc(OC)c(OC)c3)noc1-2,-10%[46.1 µM],-2.2%,1%,-1%,?,8%,16%

# Complete entries from above:
# Results for `CCn1c(N)c(C(=O)NCc2ccc3c(c2)OCO3)sc1=S` → NPSR antag: -11%[46.1 µM]; Epigenetic reg: 0.0%; Luc counter: -1%; aGal spleen mod: 3%; Lamin A splicing: -1%; CBFb RUNX1 block: -15%; IMPase Li inh: 26%[38.3 µM]
# Results for `O=C(CSc1nnc(-c2ccccc2)c(-c2ccccc2)n1)Nc1ncc(Cl)cc1Cl` → NPSR antag: -27%[46.1 µM]; Epigenetic reg: ?; Luc counter: -1%; aGal spleen mod: 0%; Lamin A splicing: ?; CBFb RUNX1 block: -8%; IMPase Li inh: 12%

# Next section
SMILES,NPSR antag,Epigenetic reg,Luc counter,aGal spleen mod,Lamin A splicing,CBFb RUNX1 block,IMPase Li inh
CCCN=C1CC(C)(C)CC(=O)/C1=C(/O)CCCN1C(=O)c2ccccc2C1=O,11%,-1.2%,-2%,1%,nt,2%,6%
O=C(CNC(=O)c1ccco1)OCC(=O)c1cccc2ccccc12,2%[46.1 µM],-2.2%,0%,-10%,9%,9%,?
COc1cc(/C=C2/S/C(=N/S(=O)(=O)c3ccccc3)NC2=O)c([N+](=O)[O-])cc1OC,-14%[46.1 µM],0.8%,0%,-2%,4%,-8%,32%[38.3 µM]
CC(C)(C)c1ccccc1OCC(=O)NCCC(=O)O,?,4.5%,1%,10%,0%,-19%,-4%[38.3 µM]
COC(=O)C[C@](O)(CCCC(C)(C)O)C(=O)O[C@@H]1C(OC)=C[C@]23CCCN2CCc2cc4c(cc2[C@H]13)OCO4,nt,-2.6%,1%,9%,nt,10%[21.7 µM],27%
CCc1nc2ccccc2n1CC(=O)N(C(C)CC)C1CCS(=O)(=O)C1 (configuration not stated),-7%[46.1 µM],-4.3%,2%,-2%,-5%,16%,8%[38.3 µM]
Cc1cccc(C(=O)Nc2nc(C)c(C(=O)Nc3ccc4c(c3)CCC4)s2)c1,-17%[46.1 µM],10%,-9%,-12%,?,0%,-2%[38.3 µM]
N=C1C(=O)OCC1c1ccccc1NC(=O)CN1CCCCC1 (configuration not stated),4%,9.5%,2%,-6%,-8%,1%,-6%
O=C(Nc1ccc(F)cc1F)C1CCN(C(=O)c2ccc(Br)cc2)CC1,7%,3.2%,1%,1%,nt,-3%,-2%
CCOC(=O)CC(=O)CSc1nc(-c2ccc3c(c2)OCO3)cc(C(F)(F)F)c1C#N,?,?,1%,15%,7%[0.0737 µM],14%,?
CC(OC(=O)c1ccccc1OCc1ccc(Cl)cc1)C(N)=O (configuration not stated),11%,-1.4%,-2%,-9%,-4%[46 µM],1%,4%
O=C(Nc1ccc2c(c1)OCO2)C1CCN(Cc2cnn(-c3ccccc3)c2-n2cccc2)CC1,-8%[46.1 µM],-0.8%,0%,7%,?,-5%,42%[activator][38.3 µM]

# Reprinted at random: six records from the list, in no set order.
SMILES,NPSR antag,Epigenetic reg,Luc counter,aGal spleen mod,Lamin A splicing,CBFb RUNX1 block,IMPase Li inh
O=C(Nc1ccc(F)cc1F)C1CCN(C(=O)c2ccc(Br)cc2)CC1,7%,3.2%,1%,1%,nt,-3%,-2%
O=C(Nc1ccc2c(c1)OCO2)C1CCN(Cc2cnn(-c3ccccc3)c2-n2cccc2)CC1,-8%[46.1 µM],-0.8%,0%,7%,?,-5%,42%[activator][38.3 µM]
COC(=O)C[C@](O)(CCCC(C)(C)O)C(=O)O[C@@H]1C(OC)=C[C@]23CCCN2CCc2cc4c(cc2[C@H]13)OCO4,nt,-2.6%,1%,9%,nt,10%[21.7 µM],27%
CC(OC(=O)c1ccccc1OCc1ccc(Cl)cc1)C(N)=O (configuration not stated),11%,-1.4%,-2%,-9%,-4%[46 µM],1%,4%
N=C1C(=O)OCC1c1ccccc1NC(=O)CN1CCCCC1 (configuration not stated),4%,9.5%,2%,-6%,-8%,1%,-6%
CCOC(=O)CC(=O)CSc1nc(-c2ccc3c(c2)OCO3)cc(C(F)(F)F)c1C#N,?,?,1%,15%,7%[0.0737 µM],14%,?

# New compounds follow.
SMILES,NPSR antag,Epigenetic reg,Luc counter,aGal spleen mod,Lamin A splicing,CBFb RUNX1 block,IMPase Li inh
Cc1cccc(NC(=S)Nc2cccc(C)n2)n1,29%[7.67 µM],1.7%,nt,-7%,nt,14%,nt
COc1ccc(-c2n[nH]c(=S)n2-c2ccc3c(c2)OCCO3)cc1,-11%,-1.0%,-3%,-7%,16%,0%,-8%
Cc1ccc(-c2nn(CC(=O)NCc3cc(-c4nn(C)c(=O)c5ccccc45)ccc3C)c(=O)c3ccccc23)cc1,-10%[46.1 µM],0.1%,19%,-2%,5%,1%,31%[38.3 µM]
Nc1[nH]n(-c2ccccc2)c(=O)c1N=Nc1ccccc1[N+](=O)[O-],-11%[46.1 µM],-0.2%,-13%,-3%,23%,-4%,17%[38.3 µM]
COc1ccccc1C1CC(=O)Oc2cc(C)cc(C)c21 (configuration not stated),nt,0.0%,2%[39.9 µM],-3%[119 µM],nt,0%[89.1 µM],9%
CCOC(=O)C1CN(C(C)(C)C)C(=O)C1=O (configuration not stated),3%,2.1%,3%,-6%,?,-2%,-16%
O=C(/C=C\NCC(=O)c1ccccc1)c1ccccc1,-12%[46.1 µM],1.1%,-4%,2%,3%,-4%,2%[38.3 µM]
CCCOc1ccccc1-c1nc2c([nH]1)c(=O)[nH]c(=O)n2C,-8%[46.1 µM],4.8%,2%,?,-11%,0%,22%[38.3 µM]
O=C(OCc1nc2ccccc2[n+]([O-])c1C(=O)c1ccccc1)c1ccco1,-3%,-1.2%,nt,-3%,nt,1%,nt
CC(C)Oc1ccc(C2C(C#N)=C(N)Oc3c2oc(CO)cc3=O)cc1 (configuration not stated),5%,1.1%,4%,1%,4%[46 µM],0%,-2%
COc1ccc(/C=C(/CC(=O)Nc2ccccc2)c2nc3ccccc3s2)cc1,-18%[46.1 µM],0.0%,-4%,0%,-13%,3%,2%
COc1ccc(C2C(CN3CCOCC3)C(=O)N2c2ccccc2)cc1 (configuration not stated),-6%,-0.8%[10.1 µM],2%,-1%,?,2%,3%
COc1cccc(CNc2nc3nc(C)cc(=O)n3[nH]2)c1,-2%[46.1 µM],-1.1%,-5%,-2%,-4%,10%,3%[38.3 µM]
CCOC(=O)C1=C(C)N=c2s/c(=C\c3ccc(OCC(=O)O)cc3)c(=O)n2C1c1ccc(OC(C)C)cc1 (configuration not stated),-58%,-0.9%,-1%,-8%,?,-6%,7%
CCN1C(=O)c2cccc3c(S(=O)(=O)NCCCN4CCOCC4)ccc1c23,-3%[46.1 µM],-0.5%,-1%,0%,-1%,5%,-6%[38.3 µM]
Cn1ncc(Br)c1C(=O)Nc1ccc(Br)cn1,-35%,1.1%,0%,-1%,4%,-9%,?

# Compound activity deposited in PubChem BioAssay by National Center for Advancing Translational Sciences (NCATS).

# The list is partial; rates above refer to the full screens.
